# Source: PubChem BioAssay
# zVAD death inh – blocks zVAD induced death of L929 cells; viability rescue, % at 10 µM; L929 zVAD necroptosis rescue, ATP luminescence, 24 h; with zVAD 60 µM; actives 0.38% (n = 220,000); AID 1377;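 active = activation, scaled between plate controls, above about 75%, limit read from the data; inactive = activation under that limit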;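 also: 0% = zVAD with DMSO and 100% = DMSO alone without zVAD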
# Hck-Nef inh – blocks Nef-activated human Hck kinase; P08631; Recombinant Hck-YEEI plus Nef, Z-Lyte FRET kinase assay; inhibition, % at 20 µM; actives 0.68% (n = 220,000); AID 463187;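 active = Hck-Nef kinase inhibition above about 50%, limit read from the data; inactive = inhibition below that limit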;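 also: 0% = DMSO with Hck plus Nef and 100% = Hck alone without Nef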
# m-calpain inh – calpain II (pig) inhibition | actives 0.37% (n = 220,000) | purified calpain II, fluorogenic peptide substrate, 30 min | inhibition, % at 16 µM | AID 1236;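 active = inhibition above about 50%, limit read from the data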
# EP2 antag – blocks the human prostaglandin E2 receptor EP2; C6 glioma cells expressing human EP2, cAMP TR-FRET; cells stimulated with saturating PGE2; inhibition, % at 25 µM; actives 0.52% (n = 260,000); AID 1422;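 active = percent inhibition above 40 after rounding to a whole number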;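 also: rat C6 glioma host cells with rolipram phosphodiesterase inhibitor present; the protocol text gives 20 µM as final concentration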
# 14-3-3 Bad PPI – disrupts binding of bovine 14-3-3 zeta to phospho-Bad peptide; P63103; TR-FRET 14-3-3zeta/Dy647-pBad peptide displacement, 1 h; inhibition, % at 21.7 µM; actives 0.71% (n = 220,000); AID 781;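 active = inhibition above about 70%, limit read from the data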;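 also: 0% = full 14-3-3 plus peptide FRET controls and 100% = background without 14-3-3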
# Rad51 HR inh – blocks human Rad51 in homologous recombination | Q06609 | hRad51 DNA strand exchange, fluorescence dequenching | inhibition, % at 10 µM | actives 0.085% (n = 200,000) | AID 1385;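 active = inhibition above 40% at the single screening dose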;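 also: 0% = DMSO control wells and 100% = blanks with heterologous ssDNA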
#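 material = hRad51 filaments on single-stranded DNA | timing = filaments 15 min 37 °C, then compound 30 min | signal = FRET fluorescence dequenching, excitation 485 nm, emission 520 nm | benchmarks = control wells and blank wells on each plate | evaluation = percent inhibition relative to plate controls and blanks | compound = 10 µM final, single point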
# EP2 mod – modulators of human EP2 prostaglandin E2 receptor | EP2-expressing cells, cAMP HTRF FRET, PGE2 co-stimulation | induction, % at 25 µM | actives 0.83% (n = 260,000) | P43116 | AID 940;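 active = compounds whose cAMP rise, as percent of the full-agonist control response, exceeds 60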;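 also: rat C6 glioma line stably carrying human EP2 under a CMV promoter; the protocol text gives 20 µM as final concentration; 100% = response of wells given 1 µM PGE2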
# TbHK1 inh – blocks Trypanosoma brucei hexokinase 1 activity; recombinant TbHK1, G6PDH-coupled NADH A340; inhibition, % at 10 µM; actives 0.11% (n = 220,000);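 active = inhibition of 50% or more in the single-dose primary screen; inactive = inhibition below 50%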
# eIF4E 4G PPI – eIF4E/eIF4G interaction inhibition in translation initiation | TR-FRET eIF4E-eIF4GI(517-606) binding, 2 h | inhibition, % at 21.7 µM | actives 0.37% (n = 220,000);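 active = inhibition above about 30%, limit read from the data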;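 also: 0% = full FRET control wells and 100% = background wells lacking eIF4GI fragment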
# Target sequence (P63073 whole entry, looked up, the tested form may be a part): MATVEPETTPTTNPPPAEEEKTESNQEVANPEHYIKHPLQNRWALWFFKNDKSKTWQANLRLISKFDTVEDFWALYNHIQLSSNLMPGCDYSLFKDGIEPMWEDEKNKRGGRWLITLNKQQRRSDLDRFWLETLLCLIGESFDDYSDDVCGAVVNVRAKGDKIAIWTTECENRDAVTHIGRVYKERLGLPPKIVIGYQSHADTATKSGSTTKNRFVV
# Target sequence (Q04637 whole entry, looked up, the tested form may be a part): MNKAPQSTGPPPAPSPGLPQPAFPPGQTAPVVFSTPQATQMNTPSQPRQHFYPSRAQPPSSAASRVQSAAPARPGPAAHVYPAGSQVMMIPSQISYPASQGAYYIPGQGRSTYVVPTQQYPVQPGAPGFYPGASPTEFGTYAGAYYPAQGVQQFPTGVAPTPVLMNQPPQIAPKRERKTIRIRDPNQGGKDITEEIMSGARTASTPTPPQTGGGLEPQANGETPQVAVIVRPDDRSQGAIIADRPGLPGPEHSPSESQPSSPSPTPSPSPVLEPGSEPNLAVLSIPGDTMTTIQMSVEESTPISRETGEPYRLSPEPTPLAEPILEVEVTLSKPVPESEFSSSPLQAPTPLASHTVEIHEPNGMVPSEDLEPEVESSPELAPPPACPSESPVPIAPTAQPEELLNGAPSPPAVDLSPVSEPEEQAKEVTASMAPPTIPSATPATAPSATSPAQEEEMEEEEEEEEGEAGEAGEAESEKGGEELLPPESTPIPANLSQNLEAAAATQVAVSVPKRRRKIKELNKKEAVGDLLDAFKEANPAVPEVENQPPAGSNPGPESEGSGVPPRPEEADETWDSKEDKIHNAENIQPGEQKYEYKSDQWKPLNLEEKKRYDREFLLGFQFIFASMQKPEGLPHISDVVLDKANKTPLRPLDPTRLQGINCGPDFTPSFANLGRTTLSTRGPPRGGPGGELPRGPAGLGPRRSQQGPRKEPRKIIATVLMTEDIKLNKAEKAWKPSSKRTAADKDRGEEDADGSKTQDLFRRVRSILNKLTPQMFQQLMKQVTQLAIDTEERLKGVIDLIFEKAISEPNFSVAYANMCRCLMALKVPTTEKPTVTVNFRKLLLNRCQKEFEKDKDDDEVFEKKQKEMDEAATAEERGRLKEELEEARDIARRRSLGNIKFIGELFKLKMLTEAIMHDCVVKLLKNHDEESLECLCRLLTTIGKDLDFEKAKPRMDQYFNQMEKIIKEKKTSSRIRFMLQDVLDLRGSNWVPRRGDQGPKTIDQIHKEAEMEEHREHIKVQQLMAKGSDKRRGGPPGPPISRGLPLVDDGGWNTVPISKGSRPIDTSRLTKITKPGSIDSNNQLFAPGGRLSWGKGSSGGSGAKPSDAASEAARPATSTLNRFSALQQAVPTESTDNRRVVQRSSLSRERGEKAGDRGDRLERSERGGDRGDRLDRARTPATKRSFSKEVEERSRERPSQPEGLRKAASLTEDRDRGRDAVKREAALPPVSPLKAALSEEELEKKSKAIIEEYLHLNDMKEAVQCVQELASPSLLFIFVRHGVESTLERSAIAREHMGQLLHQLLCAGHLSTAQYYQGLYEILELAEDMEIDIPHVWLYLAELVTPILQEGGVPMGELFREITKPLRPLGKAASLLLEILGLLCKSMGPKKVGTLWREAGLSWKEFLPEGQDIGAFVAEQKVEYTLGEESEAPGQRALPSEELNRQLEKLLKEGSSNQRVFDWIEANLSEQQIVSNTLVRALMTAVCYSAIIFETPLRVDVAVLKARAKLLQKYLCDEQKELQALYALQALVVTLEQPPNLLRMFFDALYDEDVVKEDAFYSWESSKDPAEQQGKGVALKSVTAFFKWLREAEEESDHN
# The depositor's hits bear a star; i = inactive; nt = no result given; & = joins results of further samples; [ ] = remark or other dose. These rows are one share of the data; the hit share may differ from the screen's.
Compound,zVAD death inh,Hck-Nef inh,m-calpain inh,EP2 antag,14-3-3 Bad PPI,Rad51 HR inh,EP2 mod,TbHK1 inh,eIF4E 4G PPI
CCOc1cc2[nH]c(=S)n(CCCN3CCOCC3)c(=O)c2cc1OCC,-0.7,-5,19,5,11,1,-10,-17,0
CCOC(=O)c1c(C)[nH]c(C=C2C(=O)CCCC2=O)c1O,1.2,4,-9,6,-15[fluorescence artefact?],-6,4,-15,-3[fluorescence artefact?]
COc1cc(C(=O)N2C(=O)c3cccc(N)c3C2=O)cc(OC)c1OC,1.4,9,i,3,1,19,-9,-5,-2
CN1N=C(c2ccc(Cl)cc2)CC(c2ccc(Cl)cc2)C1=O (stereo not given),0.9,19,13,5,-18,-8,-4,1,4
CCOc1ccccc1C1CC(=O)NC2=C1C(=O)CCC2 (stereo not given),0.6,0,-21,17,8[fluorescence artefact?],-3,33,7,5[fluorescence artefact?]
COC(=O)CSc1nnc(CNC(=O)Cc2ccccc2)n1-c1ccccc1OC,0.9,0,6,3,16,0,21,4,-1
N/C(=N\OC(=O)C1CCCCC1)c1cccc([N+](=O)[O-])c1,-0.2,1,8,8,16,nt,5,-2,-11
CCOC(=O)CNC(=S)N(Cc1ccccc1)Cc1ccccc1F,-1.6,21,21,7,-7,-20,49,-1,-5
O=S(=O)(NCc1ccco1)c1ccc(S(=O)(=O)N2CCCC2)cc1,1.9,25,0,17,-6,-4,-13,5,-1
CC1(C)Cc2c(c(=S)nc(-c3ccccc3)n2CCO)CO1,0.8,-11,-3,12,4,7,27,-48,0
CC1(C)CC(=O)c2sc(NC(=O)C3CC3)nc2C1,2.0,8,-15,8,2,0,24,-11,1
O=C(CN1CCN(Cc2cccc(Cl)c2)C1=O)NCc1cccs1,1.2,-30,-6,12,-9,-3,10,5,-2
CC(C)C(=O)c1cn(CC(=O)O)c2ccccc12,-1.2,12,23,10&3,-3,-4,29&10,6,3
Cn1c(N)c(C(=O)COC(=O)c2ccccn2)c(=O)n(C)c1=O,1.4,-12,-3,7,-7,4,36,0,1
O=C(N/N=C\c1cccc(F)c1)c1ccc(Cn2cc(Br)c([N+](=O)[O-])n2)o1,-2.3,25,-40,1,-6,2,-77,-4,1
O=C1CC(c2ccc(Cl)c(Cl)c2)CC(O)=C1C=NCCN1CCNCC1 (stereo not given),1.6,7,-34,15,-11[fluorescence artefact?],-1,-33,15,-2
Cc1nn(CCc2n[nH]c(=S)n2-c2ccc(F)c(Cl)c2)c(C)c1[N+](=O)[O-],-0.4,0,1,6,-3,-10,5,-1,10
O=C(CSc1nnc(-c2ccc(Cl)cc2)n1-c1ccc(Cl)cc1)N/N=C/c1ccccc1C(=O)O,0.6,35,-10,4,0,nt,5,-8,-2
Cc1cccc(OCCOCCN2CCOCC2)c1C,-0.3,0,-9,21,-4[fluorescence artefact?],9,14,5,-4[fluorescence artefact?]
CC(C)Oc1ccc(C2CC(=O)N(c3cccc(Br)c3)C2=O)cc1 (stereo not given),0.3,5,30,4,7,nt,-24,0,1
S=c1[nH]nc(-c2cccnc2)n1/N=C/c1ccccc1,0.9,6,11,6,-3,7,9,-23,10
O=C(Nc1ccccc1)OCc1cncs1,-0.8,3,-23,5,-4,-6,6,-2,-1
Cc1c(C(=O)NCc2ccccc2)oc2ccc(S(=O)(=O)N3CCC4(CC3)OCCO4)cc12,1.1,-2,-48,7,-7,-1,3,-5,1
Cc1cc(C)cc(NC(=O)N2CCC(NC(=O)c3ccccc3C)CC2)c1,0.3,0,7,15,0[fluorescence artefact?],-8,-13,7,0

# One compound at a time, from the list above.
# Cc1cccc(OCCOCCN2CCOCC2)c1C across the screens: zVAD death inh: -0.3; Hck-Nef inh: 0; m-calpain inh: -9; EP2 antag: 21; 14-3-3 Bad PPI: -4[fluorescence artefact?]; Rad51 HR inh: 9; EP2 mod: 14; TbHK1 inh: 5; eIF4E 4G PPI: -4[fluorescence artefact?]
# CC(C)Oc1ccc(C2CC(=O)N(c3cccc(Br)c3)C2=O)cc1 (stereo not given) across the screens: zVAD death inh: 0.3; Hck-Nef inh: 5; m-calpain inh: 30; EP2 antag: 4; 14-3-3 Bad PPI: 7; Rad51 HR inh: nt; EP2 mod: -24; TbHK1 inh: 0; eIF4E 4G PPI: 1

# The listing continues:
Compound,zVAD death inh,Hck-Nef inh,m-calpain inh,EP2 antag,14-3-3 Bad PPI,Rad51 HR inh,EP2 mod,TbHK1 inh,eIF4E 4G PPI
O=C(O)C1C(C(=O)Nc2ccc(Cl)cc2)C2C=CC1C21CC1 (stereo not given),0.2,2,-6,2,-5,4,-25,0,9
O=S(=O)(c1ccc(NC(=S)N2CCN(c3ccc(O)cc3)CC2)cc1)N1CCOCC1,-0.3,26,-28,7,-26,-2,-69,-4,-1
Cc1cccc(NC(=O)Cn2c([N+](=O)[O-])cnc2C)c1C,1.6,0,1,2,-5[fluorescence artefact?],6,18,-9,9
O=C(NCC(c1cccnc1)N1CCN(c2ccc(F)cc2)CC1)c1ccco1 (stereo not given),1.2,11,6,9,0,-2,-21,3,-1
N#CC1CC(c2ccccc2)=NN1c1ccccc1[N+](=O)[O-] (stereo not given),6.1,40,-4,8,-9,-2,-16,-4,3
COc1cc(C(O)c2nc3ccccc3n2C)cc(OC)c1OC (stereo not given),1.1,5,21,12,-5,nt,-15,-2,10
COc1ccc(OC)c2c1sc(=NC(=O)CN1C(=O)CCC1=O)n2C,1.6,2,10,11,1,-1,2,-7,4
Cc1occc1C(=O)N1CCCc2ccccc21,0.1,1,18,13,12,-1,9,4,1
Cc1ccc(N2CCN(/N=C/C=C/c3ccccc3)CC2)cc1,2.6,4,1,3,2[fluorescence artefact?],0,-15,-20,0
Cc1c(Cl)cnc(NC(=O)COC(=O)CCC(=O)c2cccs2)c1Cl,-1.1,0,-21,11,-7,-5,11,12,5
OCC1(Cc2ccccc2)CCN(Cc2cccc(F)c2F)CC1,-0.2,2,-18,6,-10,-52,-28,0,1
Cc1ccc2nc(NCCC(=O)O)nc(-c3ccccc3)c2c1,7.1,20,i,3,-11,5,14,-1,3
COc1ccc(CN/C(C)=C(/C#N)C(N)=O)cc1OC,3.0,1,0,6,-12,-1,24,4,4
Cc1ccc(NC(=O)COC(=O)CN2C(=O)NC3(CCCC3)C2=O)cc1S(=O)(=O)N(C)C,4.1,26,-32,8,-13,31,16,0,4
C=CCSC(=S)Nc1c(C)n(C)n(-c2ccccc2)c1=O,0.9,-1,-4,8,-10,4,29,1,1
O=C(CCSCCC(=O)NCc1ccc(F)cc1)NCc1ccc(F)cc1,2.1,8,1,4,-3[fluorescence artefact?],4,-6,-1,1

# Arranged by the number under Rad51 HR inh (highest first): some entries from above
SMILES | Rad51 HR inh
Cc1ccc(NC(=O)COC(=O)CN2C(=O)NC3(CCCC3)C2=O)cc1S(=O)(=O)N(C)C | 31
O=C(CCSCCC(=O)NCc1ccc(F)cc1)NCc1ccc(F)cc1 | 4
Cc1ccc(N2CCN(/N=C/C=C/c3ccccc3)CC2)cc1 | 0
Cc1c(Cl)cnc(NC(=O)COC(=O)CCC(=O)c2cccs2)c1Cl | -5

# The results go on.
Compound,zVAD death inh,Hck-Nef inh,m-calpain inh,EP2 antag,14-3-3 Bad PPI,Rad51 HR inh,EP2 mod,TbHK1 inh,eIF4E 4G PPI
Cc1ccc(C(=O)C(C)OC(=O)c2ccccc2[N+](=O)[O-])cc1 (stereo not given),0.5,-7,21,9,-2[fluorescence artefact?],1,18,25,-11[fluorescence artefact?]
CCOC(=O)c1cnc(-c2ccccc2)nc1N(C)C,0.2,-18,13,0,12,1,9,17,-2
Cc1cccc(OCCOc2ccc(/C=N/NC(=O)Cc3nnc(N)s3)cc2)c1,0.3,1,16,11,14[fluorescence artefact?],7,-27,0,-36
NC(CC(=O)O)c1cccc(OCc2ccccc2)c1 (stereo not given),3.0,-3,4,9,3,-1,38,-5,5
O=C(COC(=O)c1ccco1)NCc1ccc2c(c1)OCO2,-0.3,20,-18,6,-1,-30,-5,-6,-4
Cc1cc(C)c(Cn2ncn(-c3ccc(Br)cc3)c2=O)c(C)c1,0.5,-5,-2,4,-9,8,47,-4,1
CN(C)c1ccc(C(=O)OCC(=O)N2CCCCCC2)cc1,14,21,-16,9,-5,2,-19,-29,-1
Cc1ccc(C(=O)CSc2nc(-c3ccccc3)ccc2C#N)cc1,1.8,0,-16,8,-50[fluorescence artefact?],-10,28,25,6
O=c1[nH]c(/C=C/c2ccccc2OC(F)F)nc2c1cnn2-c1ccccc1,1.9,7,-289,4,-5,3,20,13,9
COc1ccc(/C=C/C(=O)c2ccc(C)c([N+](=O)[O-])c2)cc1O,0.7,1,14,35,-11,3,-19,-7,2[fluorescence artefact?]
COc1ccc(CCNC(=O)CSc2nc3c(c(=O)n(C)c(=O)n3C)n2C)cc1OC,0.3,19,-15,10&25,-8,-1,26&33,1,8
Cc1cc(NC(=O)CCC(=O)N(c2ccccc2)C(C(=O)NCC2CCCO2)c2cccnc2)no1 (stereo not given),0.2,-1,-10,13,4,1,0,2,-1[fluorescence artefact?]
CC1(OC(=O)CCc2ccccc2)C(=O)C=C2C=C(c3ccc(C#N)cc3)N(C(CO)CO)C=C2C1=O (stereo not given),1.0,17,-51,11,-2,-9,-13,-24,3
CCc1ccc2[nH]c(=O)c(CN(CCCO)C(=O)NCc3ccccc3)cc2c1,0.8,-1,-37,8&5,10,4,-40&14,-14,2
CCN(CC(=O)NC1CCS(=O)(=O)C1)S(=O)(=O)c1ccc(C)c(C)c1 (stereo not given),0.2,2,14,3,-16,7,4,34,-6
CN(C)c1ccc(N=Cc2nc(-c3ccccc3)oc2OC(=O)c2ccccc2)cc1,0.2,1,-51,15,-2[fluorescence artefact?],-63,21,-17,3[fluorescence artefact?]
CC1(C)CC(=O)C(C=NCCN2CCN(C3CC(=O)N(c4cccc(Br)c4)C3=O)CC2)=C(O)C1 (stereo not given),1.5,0,-27,8,-8,15,28,-5,1
CCc1cccc(C)c1NC(=O)C1CC=CCC1C(=O)O (stereo not given),2.3,1,-24,10,-7,-13,8,2,3
CCn1c(/C(C#N)=N/O)nc2ccccc21,0.8,3,1,16,0,nt,19,-26,6
CC(O)CCC(=O)NNC(=S)Nc1ccccc1 (stereo not given),4.2,20,-34,14,-14,8,7,-2,1
O=C(O)c1cccc(S(=O)(=O)Nc2ccc(S(=O)(=O)N3CCOCC3)cc2)c1,2.8,3,-14,7,4,-2,26,-5,0
CCc1cccc(NC(=O)CCS(=O)(=O)c2cccc3nonc23)c1,2.7,-2,-47,4,4,-1,-31,-1,1
CCOc1ccc(Cn2c(=O)oc3ccc(C)cc32)cc1OC,-0.2,1,-5,12,-6,-2,-33,-1,0
c1ccc(Cn2ncc3c(NCc4ccco4)ncnc32)cc1,1.3,-4,2,7,28[fluorescence artefact?],8,18,-1,-2
O=C(CN(Cc1ccccc1F)S(=O)(=O)c1ccc(Cl)cc1)NCCCO,0.0,1,5,6,-1,-6,14,-4,2
O=C(C1CCCN(Cc2ccncc2)C1)N1CCc2ccccc2C1 (stereo not given),-0.3,4,-12,6,6,4,-17,4,2
O=C(O)CCCCCNC(=O)c1ccncc1,-0.5,2,11,0,-9,-3,3,29,4[fluorescence artefact?]
OCCn1c(SCCOc2ccccc2)nc2ccccc21,0.5,-3,-1,12,-6,-2,-15,-9,0
CCOC(=O)c1c(C)[nH]c(C)c1C(=O)COC(=O)/C=C/c1ccc(OC(F)F)cc1,1.2,0,23,6,-1[fluorescence artefact?],-12,-19,-7,2
c1nc(NCCN2CCOCC2)c2sc3nc(N4CCOCC4)c4c(c3c2n1)CCC4,73,-2,-94,nt,-12,nt,-23,-88,1
NS(=O)(=O)c1ccc(NC(=S)NC2CCCCCC2)cc1,0.7,10,-3,10,-13,nt,17,0,-5
CCOCCCNC(C(=O)Nc1ccc(OC)c(Cl)c1)c1ccccc1 (stereo not given),0.2,19,-19,7,-7,13,1,3,0
